Dengue-2 NS5 capping = Dengue-2 NS5 methyltransferase inhibitors, primary screen, biochemical, confirmation dose response (AID 588689) | Genome polyprotein (Dengue virus type 2 (strain 16681-PDK53)) | Dengue-2 NS5 methyltransferase capping enzyme assay, biochemical; higher % means a stronger effect | inhibition, % at 25 µM; hits with a dose series show IC50 in µM | hit rate 0.3% among 340,000; in the data active = a potency from the dose series; inconclusive = inhibition above about 29% without an active follow-up result
NTR1 ag = agonists of NTR1, primary screen, imaging, U2OS cells, beta-arrestin-GFP, high content (AID 493036) | hit rate 0.17% among 330,000 | activation, % at 20 µM | NTR1-U2OS beta-arrestin-GFP spot imaging, agonist mode;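 active = activation at or above 40% of the spot to cytoplasm intensity ratio, with at least 20 cells analyzed; inconclusive = wells under 20 cells, flagged as cytotoxic or low count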;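 note: 0% = DMSO without peptide and 100% = 100 nM NTR1 peptide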
Target sequence (P30989 whole entry, looked up): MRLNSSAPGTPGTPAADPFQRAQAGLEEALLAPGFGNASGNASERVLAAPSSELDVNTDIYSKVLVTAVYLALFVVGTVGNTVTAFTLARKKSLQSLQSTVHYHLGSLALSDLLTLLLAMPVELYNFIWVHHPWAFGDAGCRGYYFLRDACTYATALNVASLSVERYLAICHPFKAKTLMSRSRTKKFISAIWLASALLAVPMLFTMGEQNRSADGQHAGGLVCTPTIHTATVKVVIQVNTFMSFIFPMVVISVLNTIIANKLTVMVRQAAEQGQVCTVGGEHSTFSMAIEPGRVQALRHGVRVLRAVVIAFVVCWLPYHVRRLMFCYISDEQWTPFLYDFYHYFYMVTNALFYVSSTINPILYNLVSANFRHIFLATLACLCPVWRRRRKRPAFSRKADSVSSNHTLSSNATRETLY
UTI89 phage lysis = inhibition of K1F phage lysis, E. coli UTI89, bacterial capsule biogenesis inhibitors, alamar blue (AID 488966); hit rate 0.02% among 340,000; E. coli UTI89 K1F phage lysis, alamar blue, 2 h; higher % means a stronger effect; inhibition, % at 100 µM; hits with a dose series show IC50 in µM;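 active = phage lysis inhibition, versus mean bacterial control, above a set limit; inconclusive = no clear call, values can overlap the other calls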;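 note: capsule biogenesis inhibitors block K1F phage lysis so surviving cells raise fluorescence; higher fluorescence means more inhibition of phage lysis; actives were called in the ten point dose series up to 300 µM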
Salmonella PhoP GFP = inhibitors of PhoP regulon expression, primary screen, Salmonella Typhimurium, GFP reporter (AID 1863); S. Typhimurium PhoP-regulated promoter GFP reporter, 4 h; higher % means a stronger effect; one-dose inhibition, % at 50 µM; IC50 in µM for titrated hits; hit rate 0.16% among 300,000;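 active = inhibition over 29.93%, a cutoff 3 SD above the screen mean, later confirmed by dose response; inconclusive = inhibition over 29.93% but no dose response follow-up; inactive = inhibition at most 29.93% or unconfirmed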;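 note: 0% = low Mg2+ inducing control and 100% = high Mg2+ repressing control; strong numbers were not always called active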
West Nile antiviral = West Nile virus antiviral activity, cell-based, CPE readout (AID 1621); West Nile virus-infected cells, CPE inhibition; higher % means a stronger effect; CPE inhibition, % at 10 µM, or IC50 in µM where a hit was titrated; hit rate 0.02% among 290,000; in the data active = a potency from the dose series; inconclusive = CPE inhibition mostly from about 3.7% at the one dose, without a potency; inactive = the rest, 99 in 100 with CPE inhibition below about 2.2%; note: strong numbers were not always called active
MgcRacGAP inhibition = MgcRacGAP GTPase-activating activity inhibitors, confirmation, biochemical, ADP Hunter fluorescence. inhibition, % at 30 µM, or IC50 in µM where a hit was titrated. MgcRacGAP-stimulated Rac1 GTP hydrolysis, ADP Hunter fluorescence; higher % means a stronger effect; GST-tagged Rac1 F28L mutant substrate. hit rate 0.6% among 340,000;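 active = first-screen hits whose inhibition reached a set limit at any dose in the follow-up dose series; inconclusive = inhibition above the set first-screen limit but never retested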;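 note: fluorescence reports GDP produced by GAP-driven GTP hydrolysis; strong numbers were not always called active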
RSV antiviral HEp-2 = RSV antiviral activity via CPE protection, HEp-2 cells, primary 10 µM value included (AID 2391) | CPE inhibition, % at 10 µM, or IC50 in µM where a hit was titrated | hit rate 0.13% among 310,000 | HEp-2 cells, RSV-induced CPE inhibition; higher % means a stronger effect; in the data active = a potency from the dose series; inconclusive = CPE inhibition mostly from about 23% at the one dose, without a potency; inactive = the rest, 99 in 100 with CPE inhibition below about 21%; note: strong numbers were not always called active
SV40 large T antigen = SV40 large T antigen inhibitors, biochemical (AID 1903); SV40 large T antigen ATPase/helicase inhibition assay; higher % means a stronger effect; one-dose inhibition, % at 20 µM; IC50 in µM for titrated hits; hit rate 0.39% among 310,000; in the data active = a potency from the dose series; inconclusive = inhibition mostly from about 32% at the one dose, without a potency; inactive = the rest, 99 in 100 with inhibition below about 32%; note: strong numbers were not always called active
T cell modulator = modulators of CD8 T cell-vesicle binding, primary screen, mouse 2C CD8+ T cells, flow cytometry; 2C CD8+ T cell-vesicle binding; hits give low values; calls only at 7 µM; hit rate 0.068% among 330,000;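 active = response, share of CD8 T cells binding vesicles, and their 90th percentile fluorescence all below set limits, cut at about 80% in these data, passing the limit was not always enough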
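material = purified 2C TCR transgenic mouse naive CD8+ T cells | controls = Unloaded micro-vesicles (low), QL9 vesicles with 0.7% DMSO (high) | detection = cytometric PE anti-B7-1 and Alexa647 anti-CD8 signals after 1% paraformaldehyde fixation | incubation = binding step 1.5 h, 37 °C, antibody labelling 20 min, ice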
T cell modulator vesicle-bound % = also measured in T cell modulator; calls as there; double positive events, %; measured here: CD8+ vesicle-bound cell fraction;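 binding gate set so that unloaded-vesicle control wells show 10% double positive cells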
NTR1 ag cell count 20 µM = recorded beside NTR1 ag, whose call it bears; cell count; measured here: cell count, cytotoxicity flag
Dengue-2 NS5 capping pilot replicate = recorded beside Dengue-2 NS5 capping, whose call it bears; inhibition, %; measured here: pilot screen replicate inhibition
An asterisk follows results filed as active; i = inactive; ? = inconclusive; . = not tested or not shown; & = joins results of further samples; [ ] = another dose, or the depositor's remark.

SMILES	Dengue-2 NS5 capping	NTR1 ag	NTR1 ag cell count 20 µM	UTI89 phage lysis	Salmonella PhoP GFP	West Nile antiviral	MgcRacGAP inhibition	RSV antiviral HEp-2	SV40 large T antigen	T cell modulator	T cell modulator vesicle-bound %	others
COc1ccc(N(CC(=O)Nc2ccccc2C(=O)N2CCCC2)S(C)(=O)=O)cc1	4%	-1.0	36	0.1%	1%	-0.5%	10%	-0.1%	0%	i	22
Cc1ccc(-n2nc(N)c3c(=O)oc(N(C)C)nc32)cc1	7%	-1.9	108	-0.2%	-4%	0.2%	4%	0.6%	4%	i	52	Dengue-2 NS5 capping pilot replicate=1.2
Cc1nc(SCCO)c2oc3ccccc3c2n1	-6%	-0.5	60	1.9%	17%	-0.1%	2%	1.9%	0%	i	15
CN(Cc1ccccc1)C(=O)COC(=O)c1ccc(Cl)cc1N	-8%	4.7	44	0.2%	-9%	-1.0%	15%	?	6%	i	20
CCSc1nnc(NC(=O)Cc2ccc(OC)c(S(=O)(=O)N3CCOCC3)c2)s1	2%	0.4	85	0.1%	-14%	-1.1%	6%	-0.2%	17%	i	33
CCn1c(CC(=O)Nc2ccc(Cl)cc2)nnc1SCC(=O)N1CCOCC1	-4%	0.0	57	1.9%[50 µM]	-2%	-0.3%	10%	1.0%	7%	i	33
COc1ccc(OCC(=O)N/N=C/C2CC=CCC2)cc1 (centres undefined)	-8%	-1.0	33	-0.6%	2%	0.3%	0%	2.9%	3%	i	24
Cc1nc(/C(=N/O)C(N)=O)cs1	-8%	0.0	50	-0.1%	-9%	-0.5%	4%	0.8%	10%	i	18
N/C(=N\OC(=O)c1cc(-c2ccccc2)nc2ccccc12)c1ccncc1	-1%	4.6	54	-0.1%	-12%	0.2%	4%	0.4%	0%	i	46
Cc1cccc2sc(NC(=O)C3=NN(c4ccccc4)C(=O)CC3)nc12	0%	3.2	78	-0.2%	-5%	-0.7%	3%	0.0%	16%	i	10
Cc1ccc(CSc2ccc(C(=O)N3CCOCC3)cc2[N+](=O)[O-])cc1	-5%	1.8	67	0.2%	-4%	-1.6%	11%	3.2%	7%	i	20
CCN(CC(=O)Nc1cc(Cl)ccc1C)C(=O)c1cc([N+](=O)[O-])ccc1N1CCOCC1	-5%	-0.3	55	0.9%	9%	.	-1%	-1.7%	8%	i	43
CCOC(=O)c1cc(C#N)c(SC)nc1C	-7%	2.9	55	1.1%	9%	-0.1%	10%	3.3%	6%	i	32
Cc1sc2nc(-c3ccco3)oc(=O)c2c1C	-6%	0.7	54	0.4%	-5%	1.0%	1%	1.9%	6%	i	41
O=C(Cn1nc(-c2ccc(N3CCOCC3)c([N+](=O)[O-])c2)c2ccccc2c1=O)N1CCCCC1	-1%	3.9	79	0.4%	6%	-0.2%	7%	1.4%	12%	i	18
CC(C)(C)C(=O)CN1CCN(S(=O)(=O)c2ccc(F)cc2)CC1	-5%	3.4	58	0.1%	5%	-0.1%	8%	0.8%	1%	i	30
CC(C)(C)c1ccc(S(=O)(=O)N2CCN(CC(=O)NC(=O)NC3CCCCC3)CC2)cc1	8%	8.6	56	0.6%[50 µM]	5%	.	-1%	-0.8%	6%	i	17
O=C(CN1C(=O)NC(Cc2ccccc2)C1=O)Nc1ccc(F)c(F)c1F (centres undefined)	-2%	-1.0	66	1.1%[50 µM]	.	.	6%	-0.1%	.	i	37
Cn1c(=O)c2c(ncn2CC(=O)Nc2nnc(Cc3ccccc3)s2)n(C)c1=O	-6%	-1.6	51	0.7%	-12%	0.5%	7%	0.0%	8%	i	31
CC1(C)C2CCC1(CS(=O)(=O)N1CCC(C(=O)O)CC1)C(=O)C2 (centres undefined)	-9%	1.2	54	-0.2%[50 µM]	-12%	0.5%	14%	0.8%	18%	i	39
COc1ccc2nc(NC(=O)C3CSC4(C)CCC(=O)N34)sc2c1 (centres undefined)	-1%	-0.6	47	1.0%[50 µM]	-3%	.	3%	0.3%	11%	i	47
COc1ccc(OC)c(CCNC(=O)CS(=O)(=O)Cc2nc(-c3ccccc3C)oc2C)c1	-3%	4.4	98	0.1%	0%	.	9%	19%	4%	i	22
Cc1ccc(NC(=O)CCC(=O)NNC(=O)COc2ccccc2)c(C)c1	7%	0.5	48	1.5%	-2%	0.5%	12%	0.7%	9%	i	52
CCOC(=O)c1c(-c2ccccc2)nc2cc(C)ccn12	2%	1.8	74	0.0%	0%	0.6%	2%	1.4%	19%	i	28
CC1CCN(C(=S)Nc2cccc(S(=O)(=O)N(C)C)c2)CC1	-7%	1.3	79	-0.7%	3%	-0.8%	3%	1.3%	9%	i	46
COc1ccc([N+](=O)[O-])cc1COc1cc(C)cc2oc(=O)cc(-c3ccccc3)c12	-7%	0.7	43	0.0%	21%	0.3%	5%	-0.3%	0%	i	43
CC1(C)c2ssc(=S)c2-c2ccccc2N1C(=O)CSC1=NCCS1	-3%	0.1	88	0.1%	-5%	0.2%	11%	5.9%	1%	i	28
CCC/C=C1/CCCOC(C(=O)NCCN2CCOCC2)(C(F)(F)F)C1 (centres undefined)	-4%	-2.2	64	0.2%	5%	-1.1%	10%	2.2%	2%	i	32
COc1ccc(-c2ccc(CCC(=O)O)n2NC(=O)c2cccs2)cc1	2%	-0.2	48	0.7%	-16%	0.0%	10%	-0.4%	9%	i	54
CCCCn1c(N)c(N(CCOC)C(=O)COc2ccc(Cl)cc2)c(=O)[nH]c1=O	-11%	-0.2	34	0.9%	-3%	0.1%	4%	1.4%	1%	i	28
CCC(C)c1ccc(O)c(NC(=O)c2cccnc2)c1 (centres undefined)	-5%	-1.5	57	2.4%	-3%	0.0%	2%	3.1%	17%	i	2
Cc1ccccc1NC(=O)CCC(=O)OCC(=O)c1cccc([N+](=O)[O-])c1	-4%	-0.7	61	0.2%	-2%	0.0%	0%	-1.4%	0%	i	30
CN1CCc2c(sc(N)c2C(N)=O)C1	6%	0.8	64	-1.0%	-6%	0.4%	3%	-0.3%	-18%	i	34
Cc1oc(-c2cccc(Cl)c2)nc1CN(C)C1CCOC1 (centres undefined)	-6%	-1.0	88	0.1%	11%	-0.6%	9%	2.5%	3%	i	64
Oc1ccc(Cl)cc1C1=Nc2ccccc2N=C(c2ccco2)C1	3%	3.5	62	4.0%	-12%	-0.3%	-7%	0.7%	-6%	i	9
COC(=O)c1cn(CC(=O)NCc2cccs2)c2ccccc12	0%	2.3	31	3.0%	-6%	-0.5%	5%	6.7%	9%	i	56

A portion from the list above:
SMILES	Dengue-2 NS5 capping	NTR1 ag	NTR1 ag cell count 20 µM	UTI89 phage lysis	Salmonella PhoP GFP	West Nile antiviral	MgcRacGAP inhibition	RSV antiviral HEp-2	SV40 large T antigen	T cell modulator	T cell modulator vesicle-bound %	others
CC1(C)c2ssc(=S)c2-c2ccccc2N1C(=O)CSC1=NCCS1	-3%	0.1	88	0.1%	-5%	0.2%	11%	5.9%	1%	i	28
CCC/C=C1/CCCOC(C(=O)NCCN2CCOCC2)(C(F)(F)F)C1 (centres undefined)	-4%	-2.2	64	0.2%	5%	-1.1%	10%	2.2%	2%	i	32
COc1ccc(-c2ccc(CCC(=O)O)n2NC(=O)c2cccs2)cc1	2%	-0.2	48	0.7%	-16%	0.0%	10%	-0.4%	9%	i	54
CCCCn1c(N)c(N(CCOC)C(=O)COc2ccc(Cl)cc2)c(=O)[nH]c1=O	-11%	-0.2	34	0.9%	-3%	0.1%	4%	1.4%	1%	i	28
CCC(C)c1ccc(O)c(NC(=O)c2cccnc2)c1 (centres undefined)	-5%	-1.5	57	2.4%	-3%	0.0%	2%	3.1%	17%	i	2
Cc1ccccc1NC(=O)CCC(=O)OCC(=O)c1cccc([N+](=O)[O-])c1	-4%	-0.7	61	0.2%	-2%	0.0%	0%	-1.4%	0%	i	30
CN1CCc2c(sc(N)c2C(N)=O)C1	6%	0.8	64	-1.0%	-6%	0.4%	3%	-0.3%	-18%	i	34
Cc1oc(-c2cccc(Cl)c2)nc1CN(C)C1CCOC1 (centres undefined)	-6%	-1.0	88	0.1%	11%	-0.6%	9%	2.5%	3%	i	64
Oc1ccc(Cl)cc1C1=Nc2ccccc2N=C(c2ccco2)C1	3%	3.5	62	4.0%	-12%	-0.3%	-7%	0.7%	-6%	i	9
COC(=O)c1cn(CC(=O)NCc2cccs2)c2ccccc12	0%	2.3	31	3.0%	-6%	-0.5%	5%	6.7%	9%	i	56

The list continues:
SMILES	Dengue-2 NS5 capping	NTR1 ag	NTR1 ag cell count 20 µM	UTI89 phage lysis	Salmonella PhoP GFP	West Nile antiviral	MgcRacGAP inhibition	RSV antiviral HEp-2	SV40 large T antigen	T cell modulator	T cell modulator vesicle-bound %	others
Cc1ccc(-c2c(C(=O)N/N=C/c3ccoc3)nnn2-c2nonc2N)cc1	3%	0.3	75	2.1%	6%	0.3%	6%	0.2%	14%	i	45
COc1cc(C2NC(=O)CS2)cc(OC)c1OC (centres undefined)	-4%	1.0	35	9.7%	6%	1.1%	4%	1.9%	6%	i	53
Cc1cc(=O)n2[nH]c(-c3ccc(C(C)(C)C)cc3)cc2n1	-1%	0.0	57	0.5%	-8%&-6%	?	1%	9.7%	3%	i	11
CCN(CC(=O)Nc1ccc2c(c1)OCCO2)S(=O)(=O)c1ccc(C)cc1	-3%	-0.1	52	4.2%	-14%	-0.3%	8%	0.1%	17%	i	13
Cc1cc(C(F)(F)F)nc(SCC(=O)Nc2c(C)n(C)n(-c3ccccc3)c2=O)n1	-18%	0.8	36	1.3%	2%	1.2%	4%	2.3%	3%	i	22
COc1ccccc1NC(=O)N(Cc1ccccc1)c1ccccn1	-6%	8.1	31	0.1%	0%	0.9%	10%	11%	5%	i	42
Cc1cc(C)nc(/N=C(\N)Nc2ccc(C)c([N+](=O)[O-])c2)n1	0%	-1.1	74	0.5%	18%	-2.3%	6%	1.0%	3%	i	9

Compound activity: PubChem BioAssay, several laboratories
